SW480 rereplic = DNA re-replication induction in SW480 cells; SW480 DNA re-replication, Hoechst DNA content imaging, 48 h; Potency, µM (highest dose often 46.1 µM), for inactives: at the top dose re-replication activation, usual class: activators; AID 624297; 340,000 compounds, 1.8% hits; also: % of control where 0% means no effect; nearly all actives have a fitted effect of over 55% in size
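Cells (250 per well) received 23 nL compound or DMSO by pin tool and were kept 48 hr at 37 C, 5% CO2. Nuclei were then stained with Hoechst for 40 min and scanned for DNA content.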
GLP-1R agonist = activates the human GLP-1 receptor; HEK293 GLP-1R CRE-luciferase, luminescence, 4-6 h; cells express a hypersensitive GLP-1R form; Potency, µM (top dose mostly 45.6 µM), for inactives: top-dose activation, most hits filed as activators; 380,000 compounds, 0.007% hits; P43220; also: % of control where 0% means no effect
Target sequence (P43220 whole entry, looked up): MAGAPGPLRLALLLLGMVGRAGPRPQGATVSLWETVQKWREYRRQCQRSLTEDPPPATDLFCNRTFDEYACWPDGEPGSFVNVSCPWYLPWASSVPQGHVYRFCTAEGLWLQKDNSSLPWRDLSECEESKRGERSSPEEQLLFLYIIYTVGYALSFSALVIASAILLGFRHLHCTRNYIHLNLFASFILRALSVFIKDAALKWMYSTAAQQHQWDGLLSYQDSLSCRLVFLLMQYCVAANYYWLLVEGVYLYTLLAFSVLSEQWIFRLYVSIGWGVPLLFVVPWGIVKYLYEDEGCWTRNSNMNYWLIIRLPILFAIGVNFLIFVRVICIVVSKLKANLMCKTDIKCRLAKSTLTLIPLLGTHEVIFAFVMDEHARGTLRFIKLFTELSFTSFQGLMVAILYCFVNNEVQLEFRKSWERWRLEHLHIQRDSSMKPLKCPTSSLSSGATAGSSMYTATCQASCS
GLP1R cytotox = cytotoxicity in counter-screen for GLP-1R inverse agonists; 410,000 compounds, 0.13% hits; HEK293 cAMP-luciferase reporter cells, luminescence, 24 h; Potency, µM (series often up to 38.3 µM), for inactives: at the top dose activity change, negative = inhibition, usual class: inhibitors;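 also: loss of luciferase light is scored as toxicity; % is scaled to controls: 0 for no effect and ±100 for the full control effect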
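MLSMR compounds, 24 hr on cells at 37 deg C/5% CO2; luminescence after luciferase reagent (12 min RT). Inhibition counted as the undesired cytotoxic outcome.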
GLP1R inv ag = inverse agonists of human GLP-1 receptor; HEK293 GLP-1R CRE-luciferase, luminescence, 24 h; GLP-1R form is constitutively active; P43220; 410,000 compounds, 1.6% hits; AID 624417; Potency, µM (doses to about 38.3 µM), for inactives: at the highest dose activity change, negative = inhibition, usual class: inhibitors; also: % is scaled to controls: 0 for no effect and ±100 for the full control effect; nearly all actives have a fitted effect of over 55% in size
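HEK293 cells stably co-expressing constitutively active GLP-1R and a cAMP-responsive luciferase reporter were seeded in DMEM with 10% Nu serum, given compounds after 12 h, and incubated 24 h at 37 deg C. Luminescence was then read.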
HT1080NT lethal = kills 2HG-producing HT-1080-NT fibrosarcoma cells; Potency, µM (doses to about 46.1 µM), inactives show top-dose activity, negative = less viability, most hits filed as cytotoxic; HT-1080-NT fibrosarcoma viability, CellTiter-Glo ATP luminescence, 48 h; AID 686970; 360,000 compounds, 1.6% hits;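 also: NT is the 2HG producing partner of a matched IDH1 knockdown line; 0% = DMSO-treated cells and -100% = media-only wells without cells; nearly all actives have a fitted effect of over 55% in size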
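Viability of the 2HG-overproducing fibrosarcoma line after 48 hours of compound exposure at 37 degrees C was determined by luminescence with CellTiter-Glo, and concentration-effect curves were then fitted and categorized.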
KB-3-1 tox = kills parental KB-3-1 adenocarcinoma cells; Potency, µM (titrated, usually from 46.1 µM), inactives show at the top dose activity change, negative = cytotoxic, most hits filed as cytotoxic; 400,000 compounds, 1.4% hits; AID 1347075; KB-3-1 viability, CellTiter-Glo ATP luminescence, 72 h; also: % is scaled to controls: 0 for no effect and ±100 for the full control effect; nearly all actives have a fitted effect of over 60% in size
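Parental KB-3-1 viability, qHTS format: 72 h compound exposure, 37 °C; CellTiter-Glo; media-only wells and DMSO plates as controls; concentration-effect fits on corrected data.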
KB-V1 cytotox = kills drug-selected multidrug resistant KB-V1 cells | 400,000 compounds, 3.4% hits | KB-V1 MDR cells viability, CellTiter-Glo, 72 h | AID 1347076 | Potency, µM (top dose mostly 46.1 µM), for the others: at the top dose activity change, negative = cytotoxicity, actives largely listed as cytotoxic; also: % is scaled to controls: 0 for no effect and ±100 for the full control effect; nearly all actives have a fitted effect of over 60% in size
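Cytotoxicity via CellTiter-Glo luminescence after 72 h compound exposure at 37 degrees C. Cells: drug-selected KB-V1 line, DMEM phenol-red free plus 10% FBS. Compounds tested at multiple concentrations; normalized data fitted to concentration-effect curves.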
TDP-43 yeast inh = TDP-43 toxicity inhibition in yeast; TDP-43 expressing yeast growth rescue, BacTiter-Glo, 24 h; Potency, µM (highest dose often 46.1 µM), without a hit: top-dose growth rescue (activation), usual class: activators; 410,000 compounds, 1.8% hits; AID 652104; also: % of control where 0% means no effect; nearly all actives have a fitted effect of over 50% in size
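In this qHTS, compounds that restore growth of yeast expressing TDP-43 appear as activators. Cells (OD600=0.02, galactose medium, raffinose-pregrown) are incubated with compound 24 hr at 30 deg C and growth is quantified by BacTiter-Glo.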
HT1080 IDH1KD tx = kills HT-1080 cells with IDH1 knockdown; Potency, µM (highest dose often 46.1 µM), without a hit: at the top dose activity, negative = toxicity, most hits filed as cytotoxic; AID 686971; 360,000 compounds, 2% hits; HT-1080 IDH1 knockdown viability, ATP luminescence, 48 h;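 also: 0% = DMSO wells and -100% = cell-free medium wells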
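After a 2 h attachment period, IDH1KD HT-1080 cells took pin-transferred compound for 48 h at 37 °C; ATP-based luminescence after 10 min room-temperature reagent incubation reported viability.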
Numbers without * were called inactive; ? = inconclusive; · = not tested or not shown; [ ] = remark or other dose. Calls follow the shape of the dose curve; as a rule, active = well fitted curve in the direction sought with a large enough effect; inconclusive = small, poorly fitted or top-dose-only effect, or another doubt; inactive = no such curve, though single readings can be large; an effect the other way counts as inactive or inconclusive. Potency is read from the fitted curve at half-maximal effect.

Results follow in this order: KB-V1 cytotox	HT1080NT lethal	GLP-1R agonist	GLP1R cytotox	TDP-43 yeast inh	HT1080 IDH1KD tx	SW480 rereplic	GLP1R inv ag	KB-3-1 tox
> NNC(=O)c1ccccc1-n1cccc1
→ 0%	-2%	12%	-4%	-10%	10%	1%	6%	14%
> CC(C)CSc1oc(-c2ccco2)nc1S(=O)(=O)c1ccccc1
→ -6%	5%	24%	-11%	4%	8%	-3%	?	-4%
> O=C(CN1C(=O)c2cccnc2Oc2ccc(Cl)cc21)N1CCCCCC1
→ -11%	-4%	1%	-5%	-20%	-1%	6%	17%	0%
> C=CCNC(=S)NC1CC(C)(C)NC(C)(C)C1
→ 12%	25%	12%	-9%	-5%	17%	-19%	14%	13%
> COCC1CCN(C(=O)c2ccc3oc(C(C)C)nc3c2)C1 (configuration not stated)
→ 1%	6%	-3%	-1%	10%	-2%	·	6%	6%
> COc1ccc(C(C)C)cc1S(=O)(=O)NC1CCCC1
→ 8%	3%	-6%	-6%	6%	-7%	-13%	?	-8%
> CCn1c(SCC(=O)OC)nc2sc3c(c2c1=O)CC(C)(C)OC3
→ 28%	-17%	?	-15%	10%	?	-10%	5%	3%
> NC(COCc1ccccc1)c1csc(Nc2ccccn2)n1 (configuration not stated)
→ 5%	4%	8%	3%	8%	-5%	·	-8%	0%
> O=C(CN(C(=O)c1ccccc1)C(=O)c1ccccc1)OCc1ccccc1
→ ?	3%	-1%	-3%	21%	-1%	3%	?	2%
> CC12CC(NC(=O)N1CCc1ccccc1)c1ccccc1O2 (configuration not stated)
→ ?	0%	-2%	1%	29%	-9%	-14%	0%	-7%
> O=C(c1cc2ccccc2cc1O)N1CCCC(C(F)(F)F)C1 (configuration not stated)
→ -7%	-6%	-2%	2%	?	-5%	-1%	?	8%
> Cc1nc(-c2ccc(S(=O)(=O)N3CCN(c4cccc(Cl)c4)CC3)cc2)co1
→ -4%	·	2%	2%	9%	·	·	-8%	11%
> CCNc1c(C(=O)O)ccc2c1C(=O)c1ccccc1C2=O
→ -4%	-5%	3%	?	-15%	4%	-3%	13%	-10%
> COc1ccc(C(=O)c2ccc(OC)c(Br)c2)cc1Br
→ 2%	-24%	-4%	-4%	14%	-29%	-3%	-2%	-8%
> CN1CCN(S(=O)(=O)c2cccc(C(=O)NCCC3=CCCCC3)c2)CC1
→ -1%	19%	-2%	-5%	8%	-1%	0%	?	-5%

Next part, starting with the last two of the part before.
Results follow in this order: KB-V1 cytotox	HT1080NT lethal	GLP-1R agonist	GLP1R cytotox	TDP-43 yeast inh	HT1080 IDH1KD tx	SW480 rereplic	GLP1R inv ag	KB-3-1 tox
> COc1ccc(C(=O)c2ccc(OC)c(Br)c2)cc1Br
→ 2%	-24%	-4%	-4%	14%	-29%	-3%	-2%	-8%
> CN1CCN(S(=O)(=O)c2cccc(C(=O)NCCC3=CCCCC3)c2)CC1
→ -1%	19%	-2%	-5%	8%	-1%	0%	?	-5%
> CN1CCc2c(sc3c2C(=O)NC(c2ccc(-c4ccc(Cl)cc4)o2)N3)C1 (configuration not stated)
→ -1%	-1%	-1%	58%[activator]	19%	-3%	?	8%	5%
> COc1ccc(NC(=O)c2cc(=O)c3ccccc3o2)cn1
→ 0%	0%	0%	-14%	15%	-1%	-2%	22%	12%
> O=C(Nc1ccc(F)cc1)C1CCN(S(=O)(=O)c2ccc3c(c2)CCCN3C(=O)C2CCC2)CC1
→ -10%	·	·	-7%	-1%	·	·	?	?
> Cc1ccc(C)c(Nc2c([N+](=O)[O-])c(=O)oc3ccccc23)c1
→ ?	-24%	20%	?	8%	-26%	?	?	-21%
> O=C(NCCC(=O)N1CCCCCCC1)c1ccc(Cl)cc1
→ -5%	1%	-6%	20%	-8%	-8%	-13%	-9%	6%
> Cc1ccc(-c2csc(C(O)c3ccccc3)n2)cc1C (configuration not stated)
→ 12%	1%	1%	0%	25µM*	-14%	·	?	0%
> O=C(c1ccc(Oc2ccc([N+](=O)[O-])cc2Cl)cc1)N1CCCC1
→ ?	20%	13%	-19%	?	-10%	0%	-10%	-9%
> COc1ccc(-n2ncc3c(SCC(=O)N4CCN(c5ccccc5OC)CC4)ncnc32)cc1
→ 9.2µM*	-3%	-2%	-2%	10%	-1%	1%	-7%	-2%
> COC(=O)c1nc(N)sc1-c1ccc(Cl)cc1
→ ?	-13%	10%	0%	-8%	-1%	?	77%[activator]	-1%
> NC(=O)C1CCN(C(=O)CC(c2ccccc2)c2ccccc2)CC1
→ 5%	-1%	-3%	1%	-12%	0%	1%	10%	3%
> Cc1c(Cl)cccc1NC(=O)C1CCN(S(C)(=O)=O)CC1
→ 2%	0%	0%	6%	-3%	13%	1%	7%	-4%
> COc1cc(/C=C/C(=O)c2ccccc2O)cc(OC)c1OC
→ -3%	?	-5%	4%	16µM*	?	?	-19%	?
> CCOC(=O)Cc1csc(NC(=S)NC(=O)c2ccccc2C)n1
→ 0%	?	1%	5%	6%	15%[9.24 µM]	-4%	?	10%
> CCOC(=O)/C(C#N)=C/C=C1\C=Cc2ccccc2N1CC
→ 2%	6%	7%	-13%	3%	0%	-3%	34%[activator]	0%
> Cc1ccc(NC(=O)Cc2nnc(SCC(=O)c3ccc(Br)cc3)n2C)cc1
→ -6%	?	6%	-5%	0%	11µM*	9%	?	-7%

Results follow in this order: KB-V1 cytotox	HT1080NT lethal	GLP-1R agonist	GLP1R cytotox	TDP-43 yeast inh	HT1080 IDH1KD tx	SW480 rereplic	GLP1R inv ag	KB-3-1 tox
> Cc1nc2nc3c(cn2n1)C(=O)CC(C)(C)C3
→ 10%	14%	4%	-16%	12%	17%	?	5%	-4%
> CC(C)N1CCC2(CC1)N=C(c1ccc3c(c1)OCO3)CC(c1cc(Cl)ccc1O)N2 (configuration not stated)
→ ?	?	-40%[inhibitor]	?	?	?	?	11µM*	15µM*
> CC(=O)Nc1ccc(NC(=O)CN(C)S(=O)(=O)c2ccc3nc(C)sc3c2)cc1
→ ?	-1%	-1%	-17%	11%	1%	18%	8%	6%
> Cc1ccc(C)c(NC(=O)COC(=O)Cc2ccsc2)c1
→ 5%	-2%	0%	11%	7%	15%	-2%	19%	2%
> Clc1ccc(CN2CCC(c3ccccc3)CC2)cc1
→ 4%	-1%	-3%	-5%	-3%	-2%	0%	-2%	-4%
> COc1cc(NC(=O)C(=O)NCCN(C)C)c(OC)cc1Cl
→ -3%	0%	8%	29%	-29%	-6%	-8%	-25%	3%
> O=C(CCN1C(=O)C2CC=CCC2C1=O)Nc1cccc(S(=O)(=O)N2CCCCC2)c1 (configuration not stated)
→ -3%	7%	1%	5%	9%	4%	6%	14%	2%
> Cc1ccc2cc3c(N)c(C(=O)Nc4c(C)[nH]c(=O)[nH]c4=O)sc3nc2c1
→ 3%	2%	-1%	13%	0%	-3%	-4%	17%	7%
> CC1=C(C)C(OCCCl)N(c2cc(O)c(Cl)cc2F)C1=O (configuration not stated)
→ -2%	12%	-3%	4%	7%	5%	6%	?	13%
> Clc1ccc(-c2cc(-c3nnc4n3CCCCC4)c3ccccc3n2)cc1
→ -24%	4%	1%	-2%	6%	1%	0%	9%	?
> CCOC(=O)C1(C)CCCN(C(=O)c2cc(C)oc2C)C1 (configuration not stated)
→ 3%	30%	?	3%	0%	1%	·	17%	0%
> OC(CNCCc1ccc(Cl)cc1Cl)COc1ccccc1 (configuration not stated)
→ 0%	?	16%	?	-7%	?	?	?	-7%
> O=C(COC(=O)c1ccccn1)c1ccc([N+](=O)[O-])cc1
→ ?	11%	-5%	-13%	0%	0%	?	1%	1%
> CN1C(=O)[C@H]2[C@@H](/C=C/c3ccccc3)N3C(=O)CN(CC4CC4)C(=O)[C@@]3(C)[C@H]2C1=O
→ 11%	3%	4%	23%	-4%	12%	-4%	14%	-12%
> O=C1NC(=S)S/C1=C\c1cc2ccccc2nc1N1CCCCC1
→ -27%	-30%	5%	-13%	-13%[1.82 µM]	-28%	-8%	-13%	?

Results follow in this order: KB-V1 cytotox	HT1080NT lethal	GLP-1R agonist	GLP1R cytotox	TDP-43 yeast inh	HT1080 IDH1KD tx	SW480 rereplic	GLP1R inv ag	KB-3-1 tox
> O=C(N=c1ccn(-c2nc3ccccc3nc2NS(=O)(=O)c2ccccc2)cc1)c1ccccc1Cl
→ 16%	4%	0%	7%	7%	1%	-13%	4%	3%
> N#C/C(=C\c1c(N2CCC(C(N)=O)CC2)nc2ccccn2c1=O)C(=O)NC1CCCCC1
→ 19%	4%	9%	-11%	9%	1%	-8%	8%	1%
> CCOC(=O)C1CCC(CN(Cc2ccc(OC)cc2)S(=O)(=O)c2ccc(C)cc2)CC1 (configuration not stated)
→ 15%	·	·	17%	-4%	·	·	?	20%
> Nc1cc(Cl)ccc1Oc1ccc2ccccc2c1
→ -1%	-24%	1%	10%	-21%	?	-1%	?	-20%
> O=C(CCNS(=O)(=O)c1ccc(Cl)cc1)N1CCCCCC1
→ -3%	2%	-1%	-3%	4%	8%	-3%	-7%	1%
> CCn1nc(C)c2c(-c3ccccc3)cc(=O)n(C(C)C(=O)Nc3ccc(OC)c(OC)c3)c21 (configuration not stated)
→ 14%	·	·	-1%	27%	·	·	11%	-13%
> COc1ccc(NC(=O)c2ccc(-c3nc(CSc4ccc(C)cc4)c(C)o3)cc2)cc1Cl
→ ?	·	·	3%	0%	·	·	2%	-15%
> COc1ccc(CN2C(=O)c3ccc(C(=O)O)cc3C2=O)cc1
→ ?	-2%	-3%	3%	0%	4%	2%	5%	13%
> Cc1cc(N)c2cc(NC(=O)/C=C/c3ccccc3Cl)ccc2n1
→ 13%	?	-7%	-20%	25%	?	?	11µM*	?
> COC(=O)Nc1ccc(S(=O)(=O)N2CCC(C(=O)N3CCCCC3C)CC2)cc1 (configuration not stated)
→ ?	-12%	0%	13%	-19%	-9%	2%	2%	?
> Oc1ccc(Br)cc1C=Nc1ccc2c3c(cccc13)CC2
→ -7%	4%	12%	5%	1%	10%	-23%	-15%	5%
> COc1ccc(/C=C2\Sc3ccc(C(=O)N4CCOCC4)cc3N(C)C2=O)cc1
→ 11%	4%	17%	7%	20%	-6%	-8%	0%	4%
